# Assay outcomes deposited in PubChem BioAssay by National Center for Advancing Translational Sciences (NCATS).
# KCNH2 3.1 inh – qHTS for Inhibitors of KCHN2 3.1: Mutant qHTS. activity change, % (tested at about 1.8 µM). hit rate 0.95% among 340,000. U2OS KCNH2 3.1, thallium flux FluxOr; hits give low values. Potassium voltage-gated channel subfamily H member 2, brain isoform KCNH2 3.1 (human);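 active means maximum activity change below -70%; inconclusive means maximum activity change from -70% to -50%; inactive means maximum activity change above -50%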;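 further: thallium influx rate constant from kinetic fluorescence after stimulation buffer; on the % scale 0 is the no-effect control and ±100 the full control effect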
#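 Kinetic fluorescence (2 min after stimulation buffer) measures Tl+ influx through KCNH2 3.1 expressed by viral transduction in U2OS cells; the rate constant is normalized against DMSO controls serving as positive and negative references.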
# VP16 counter – VP16 counterscreen qHTS for inhibitors of ROR gamma transcriptional activity; Potency, µM (highest dose often 53.6 µM), for inactives: at the highest dose activity, negative = inhibition, hits mostly inhibitors; hit rate 3.5% among 310,000; AID 2546, 2010; Drosophila S2 Gal4-VP16 UAS-luciferase, luminescence, 20 h;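 further: Gal4-VP16 expression switched on by copper sulfate through the metallothionein promoter; potency means the concentration at half of the fitted maximal effect; on the % scale 0 is the no-effect control and ±100 the full control effect; nearly all actives have a fitted effect of over 50% in size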
# Rab9 prom act – qHTS Assay for Rab9 Promoter Activators | hit rate 2.8% among 320,000 | Huh7 Rab9 promoter-luciferase reporter, luminescence, 24 h | Potency, µM (highest dose often 9.22 µM), without a hit: at the top dose activation, negative = inhibition, actives largely listed as activators | AID 485297, 2010; further: potency means the concentration at half of the fitted maximal effect; % of control where 0% means no effect; nearly all actives have a fitted effect of over 60% in size
#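 Cell-based reporter: Huh7 stable for Rab9 promoter-driven luciferase, plated in reduced-serum medium with 10% FBS at 1500 cells/well, compound-treated 24 h at 37 °C, luminescence read after 10 min reagent.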
# Coupling enz – qHTS Assay for Inhibitors of Fructose-1,6-bisphosphate Aldolase from Giardia Lamblia: Coupling assay counterscreen | coupling enzyme system counterscreen, AmpLite Red fluorescence | activity change, negative = inhibition, % at 58.2 µM, hits read low | hit rate 0.67% among 290,000 | AID 2472, 2010; in the data active means activity change below about -30%; further: on the % scale 0 is the no-effect control and ±100 the full control effect
#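 Activity here indicates interference with the coupling reaction, not aldolase inhibition. Compounds at 57.5 uM final met coupling enzymes for 10 min at RT; substrate and AmpLite Red detection followed, with a 525/598 nm fluorescence read after 20 min.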
# NPC1 prom act – qHTS Assay for NPC1 Promoter Activators | hit rate 2.4% among 320,000 | Potency, µM (series often up to 9.22 µM), for the others: at the top dose activation, usual class: activators | Huh7 NPC1 promoter luciferase reporter, 24 h;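 further: potency means the concentration at half of the fitted maximal effect; % of control where 0% means no effect; nearly all actives have a fitted effect of over 60% in size; reporter is driven by a mutant NPC1 promoter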
#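 Huh7 reporter cells (NPC1 promoter driving luciferase) are dosed with compound for 24 h at 37 °C, 5% CO2; luciferase detection reagent is then added and luminescence measured after 10 min at ambient temperature.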
# uPA generation – qHTS for Inhibitors of Cell Surface uPA Generation. cell surface uPA generation assay, qHTS. Potency, µM (titrated, usually from 38.3 µM), for inactives: top-dose activity change, negative = inhibition, hits mostly inhibitors. hit rate 0.31% among 330,000; active means well fitted inhibition curve with a large enough effect; inconclusive means small, poorly fitted or top-dose-only effect; inactive means no such curve, though single readings can be large or run the other way; tested in mouse RAW 264.7 cells; further: potency means the concentration at half of the fitted maximal effect; on the % scale 0 is the no-effect control and ±100 the full control effect; nearly all actives have a fitted effect of over 55% in size
# Giardia killer – Small Molecules that selectively kill Giardia lamblia: qHTS; activity change, % at 7.66 µM, hits read low; hit rate 0.15% among 340,000; Giardia lamblia trophozoite viability; in the data active means activity change below about -80%; inconclusive means between about -30% and that limit;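 further: parasites exposed to compound for two days anaerobically before the ATP read; on the % scale 0 is the no-effect control and ±100 the full control effect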
#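 Viability, read as ATP luminescence: trophozoites at 100 cells/well, compound added, 48 hrs anaerobic at 37 deg C, then 15-30 min room-temperature development before reading.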
# FLuc modulator – qHTS profiling assay for firefly luciferase inhibitor/activator using purifed enzyme and Km concentrations of substrates (counterscreen for miR-21 project); Potency, µM (titrated, usually from 57.5 µM), inactives show top-dose activity change, negative = inhibition, most hits filed as inhibitors; purified FLuc, Km substrates, luminescence inhibition; hit rate 6.9% among 360,000; Luciferin 4-monooxygenase (Photinus pyralis), P08659;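 further: potency means the concentration at half of the fitted maximal effect; plate controls were vehicle for no effect and reference inhibitor for full effect; nearly all actives have a fitted effect of over 55% in size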
#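 Purified P. pyralis luciferase, 10 nM final, with Km-level 10 uM D-luciferin and 10 uM ATP in 50 mM Tris acetate pH 7.5, 10 mM Mg acetate, 0.01% Tween-20, 0.05% BSA; 6-point qHTS titration about 60 µM downward; luminescence read.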
# Tb PFK block – qHTS Assay to Find Inhibitors of T. brucei phosphofructokinase; ATP-dependent 6-phosphofructokinase (Trypanosoma brucei brucei), O15648; AID 485367, 2010; T. brucei PFK, ADP-Glo luminescence; Potency, µM (top dose mostly 57.5 µM), without a hit: top-dose activity, negative = inhibition, actives largely listed as inhibitors; hit rate 0.17% among 330,000;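 further: potency means the concentration at half of the fitted maximal effect; 0% = uninhibited 1x PFK enzyme wells and -100% = no-enzyme wells; nearly all actives have a fitted effect of over 60% in size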
# Target sequence (O15648 whole entry, looked up): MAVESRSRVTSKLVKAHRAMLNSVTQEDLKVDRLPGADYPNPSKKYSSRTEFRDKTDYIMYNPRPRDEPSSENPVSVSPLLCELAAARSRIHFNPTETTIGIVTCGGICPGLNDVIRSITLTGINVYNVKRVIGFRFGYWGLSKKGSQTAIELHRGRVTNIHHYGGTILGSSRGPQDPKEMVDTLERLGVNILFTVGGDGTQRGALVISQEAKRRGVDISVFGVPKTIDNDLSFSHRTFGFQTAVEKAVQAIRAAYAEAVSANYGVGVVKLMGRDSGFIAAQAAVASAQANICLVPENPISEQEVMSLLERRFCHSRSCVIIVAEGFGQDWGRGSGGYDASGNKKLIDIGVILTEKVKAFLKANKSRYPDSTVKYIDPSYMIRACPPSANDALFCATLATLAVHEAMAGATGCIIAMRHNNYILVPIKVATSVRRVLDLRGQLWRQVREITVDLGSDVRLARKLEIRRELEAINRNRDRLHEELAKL
#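 1.25 nM PFK with 0.5 mM F6P and 0.1 mM ATP in 0.1 M TEA pH 8.0, 5 mM MgCl2, incubated 45 min at room temperature; ADP measured by ADP-Glo luminescence; compounds titrated up to 57 uM.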
# RORgamma inh – qHTS for inhibitors of ROR gamma transcriptional activity; Potency, µM (highest dose often 53.6 µM), for inactives: at the top dose activity change, negative = inhibition, hits mostly inhibitors; Nuclear receptor ROR-gamma (Mus musculus), P51450; hit rate 5.4% among 310,000; Drosophila S2 Gal4-RORgamma UAS-luciferase reporter, 20 h; further: potency means the concentration at half of the fitted maximal effect; on the % scale 0 is the no-effect control and ±100 the full control effect; nearly all actives have a fitted effect of over 60% in size
# Target sequence (P51450 whole entry, looked up, the tested form may be a part): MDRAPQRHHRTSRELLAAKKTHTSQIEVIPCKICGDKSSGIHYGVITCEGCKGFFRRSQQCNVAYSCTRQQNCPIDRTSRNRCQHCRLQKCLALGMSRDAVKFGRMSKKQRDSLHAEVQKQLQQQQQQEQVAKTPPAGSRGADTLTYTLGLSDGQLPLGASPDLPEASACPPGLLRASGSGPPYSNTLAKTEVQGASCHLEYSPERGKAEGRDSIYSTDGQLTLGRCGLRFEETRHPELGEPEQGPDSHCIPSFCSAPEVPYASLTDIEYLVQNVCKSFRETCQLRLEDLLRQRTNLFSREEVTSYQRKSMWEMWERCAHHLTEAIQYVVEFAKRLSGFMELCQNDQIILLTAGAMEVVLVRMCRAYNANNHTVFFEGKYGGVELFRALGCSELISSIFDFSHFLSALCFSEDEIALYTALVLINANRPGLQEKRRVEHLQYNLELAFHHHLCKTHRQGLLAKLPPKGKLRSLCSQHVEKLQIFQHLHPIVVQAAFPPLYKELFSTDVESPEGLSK
#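 Stable Schneider cell line, Gal4 DNA-binding domain fused to ROR gamma, UAS-luciferase. Cmpd 1 hr RT → CuSO4 700 uM final → 20 hr RT → luciferase reagent 10 min → luminescence.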
# ELG1 genotoxic – qHTS screen for small molecules that induce genotoxicity in human embryonic kidney (HEK293T) cells expressing luciferase-tagged ELG1. HEK293T ELG1-luciferase reporter, luminescence, 16 h. Potency, µM (top dose mostly 46 µM), inactives show at the top dose activity change, positive = activation, hits mostly activators. hit rate 1.3% among 330,000. AID 504466, 2011; further: potency means the concentration at half of the fitted maximal effect; % of control where 0% means no effect; nearly all actives have a fitted effect of over 60% in size
#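 Luminescence read-out: rising ELG1-luciferase signal, reflecting elevated ELG1 protein under genetic stress, flags genotoxic compounds. Cells were treated for 16 hr at 37 °C before ONE-Glo detection.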
# Active calls of the source: *; ? = inconclusive; . = no result given; & = joins results of further samples; [ ] = dose if it differs, or a comment. Unless noted, the call rests on the fitted dose curve; in most records, active means well fitted curve in the direction sought with a large enough effect; inconclusive means small, poorly fitted or top-dose-only effect, or another doubt; inactive means no such curve, though single readings can be large; an effect the other way counts as inactive or inconclusive.
compound,ELG1 genotoxic,KCNH2 3.1 inh,uPA generation,Coupling enz,NPC1 prom act,VP16 counter,Tb PFK block,Giardia killer,FLuc modulator,RORgamma inh,Rab9 prom act
Cc1cccc(C(=O)Nc2ccc(O)c3c(=O)cc(-c4ccccc4Cl)oc23)c1,3%,-23,4%,-3&2,-3%,?,1%,4&-9,2%,?,2%
C/C(CC(=O)Nc1cccc(C(F)(F)F)c1)=N\NC(=O)C(=O)NCC(C)C,-2%,1,-1%,-7,-7%,-6%,5%,16,1%,2%,0%
O=C(Nc1ccncc1)c1ccc(S(=O)(=O)Nc2ccccc2)cc1,-7%,-1,-3%,-7,-9%,3%,1%,1,-5%,1%,-8%
Cc1ccc(C(=O)CSc2n[nH]c(C)n2)cc1,?,-4,0%,0,13%,0%,-11%,7,?,-15%,13%
O=C(Nc1cccnc1Cl)c1cc([N+](=O)[O-])ccc1Cl,7%,-22,-8%,1,?,-6%,-1%,9,2%,-21%,?
COc1cc(OC)cc(-n2nc(C(=O)NCCCN3CCOCC3)c3ccccc3c2=O)c1,1%,-34,-3%,3,-1%,-4%,0%,6,-8%,4%,-3%
CC(C)OC(=O)NCCOC(=O)Nc1ccc(Cl)c(Cl)c1,-3%,-3,-4%,-1,9%,-16%,-6%,-6,-13%,?,15%
CCCOc1ccc(CSC(=N)N)cc1C(=O)OC,-6%,16,-16%,1,1%,-1%,0%,19,4%,11%,-5%
Cc1ccc(NC(=S)Nc2cccc3cnccc23)cc1C,-3%,12,0%,-44*,-4%,3.2µM*,4%,10,?,?,1%
COc1ccc(CNC(=O)N2CCN(c3ccc(F)cc3)CC2)cc1Cl,-5%,3,-1%,1,-7%,-7%,-11%,3,2%,?,-2%
Cc1cnc(C(=O)OCC(=O)Nc2cc(S(=O)(=O)N3CCCCC3)ccc2Cl)cn1,3%,16,5%,1,-1%,0%,-3%,-6,3%,28%,-7%
O=c1c2nnn(Cc3ccccc3)c2ncn1-c1ccccc1,?,-10,-1%,4,0%,-9%,-1%,6,1%,13%,-2%
O=C(CN(C(=O)c1csnn1)c1ccccc1Cl)NCCc1ccccc1,0%,0,1%,0,-1%,5%,2%,-8,1%,5%,0%
O=C(CN(Cc1cccs1)C(=O)CNS(=O)(=O)c1ccc(Cl)cc1)NCc1ccco1,1%,-18,0%,3,-2%,11%,-2%,-2,8%,-41%,5%
CC(C)Cn1c(-c2ccncc2)n[nH]c1=S,3%,-15,-2%,0,-3%,0%,-2%,11,-2%,?,-5%
CC1Oc2ccccc2N(CC(=O)NC2CC2)C1=O (stereo not given),0%,3,-4%,0,-2%,6%,0%,8,1%,-16%,0%
CCNC(=O)N1CCC(n2nccc2NC(=O)CCOc2ccccc2)CC1,-1%,0,4%,1,-2%,-16%,-3%,-11,0%,-10%,5%
COc1ccc(C(=O)NC(C)CCc2ccccc2)c(O)c1 (stereo not given),0%,4,3%,-6,18%,-3%,-4%,-22,-17%,?,19%
CCc1c(C)sc(NC(=S)NC(C)C2CCCO2)c1C(=O)OC (stereo not given),1%,8,5%,-3,-2%,10µM*,-2%,3,-1%,16µM*,4%
CCOC(=O)c1ccccc1NC(=O)CSc1ncc(C(=O)OCC)c(N)n1,1%,-38,0%,0,3%,0%,2%,-10,6%,6%,-2%
CCCc1cc(=O)[nH]c(SCC(=O)Nc2cc(C)on2)n1,0%,4,1%,-2,0%,1%,-12%,?,-8%,11%,3%
Nc1nc(SCCO)[nH]c(=O)c1NC(=O)c1ccco1,0%,2,-24%,.,-2%,.,-3%,6,0%,.,?
Cc1ccc(CNC(=O)CCc2nc(-c3cccs3)no2)cc1,-3%,10,-8%,1,-2%,2%,-1%,-9,1%,0%,-9%
CCN1CCN(CC(=O)N2N=C(c3cccs3)CC2c2ccc(OC)c(OC)c2)C(=O)C1=O (stereo not given),-5%,-6,-1%,0,-1%,-1%,-7%,22,-1%,-8%,5%
O=C(Nc1cc([N+](=O)[O-])ccc1F)c1ccc2ccccc2c1,12%,7,0%,-2,12%,?,3%,-14,-1%,-67%,13%
Cc1ccc(-c2cnc(N)n2C)cc1C,7%,-1,0%,0,21%,?,1%,-4,-17%,20µM*,5%
NC(=O)NCc1ccccc1F,3%,-15,-7%,4,0%,7%,2%,-19,0%,-2%,1%
O=S1(=O)[C@H]2C[C@@H]3C=C[C@@]2(CN1Cc1ccc(F)cc1)O3,1%,-25,-3%,4,-4%,7%,-1%,-3,5%,-1%,1%
Cc1ccc(-n2c(CNC(=O)c3cccs3)nnc2SCC(=O)NO)cc1,7%,7,7%,1,-7%,1%,1%,35[activator],14%,-1%,-6%
Cc1ccc(Cl)cc1N1CCN(C(=O)c2ccccc2SCC(=O)N2CCCC2)CC1,-3%,2,-3%,.,-1%,.,0%,-9,0%,.,-10%
N#Cc1cc(-c2ccccc2)nc(NN)n1,-5%,-13,-6%,0,-5%,-19%,1%,-1,7%,?,-2%
Cc1ccc(C(=O)C(=S)N2CCOCC2)cc1,2%,1,14%,2,-1%,-6%,1%,23,5%,-16%,3%
Nc1sc2c(c1C(=O)NCCc1ccccc1)CCC2,4%,0,0%,1,6%,-7%,-6%,13,?,18%,-4%
Cc1ccc2oc(C(=O)N3CCN(CCO)CC3)c(C)c2c1,2%,39,4%,1,-1%,-13%,-7%,19,-2%,-2%,11%
CCC(C)(C)NC(=O)C(c1cccc(OC)c1OC)N(CC(C)C)C(=O)CCC(=O)Nc1cc(C)on1 (stereo not given),-1%,5,1%,0,-5%,5%[10 µM],13%,-5,1%,10%,-1%
CC(C)CC(=O)Nc1nnc(SCC(=O)Nc2nccs2)s1,4%,-3,6%,2,0%,-8%,1%,11,-2%,-21%,0%
Oc1ccc(Br)cc1-c1cc(-c2ccco2)[nH]n1,-3%,18,0%,1,-1%,16µM*,0%,4,?,13µM*,0%
CCNC(=O)CN(c1ccc(Br)c(C)c1)S(C)(=O)=O,0%,-6,1%,2,-3%,2%,2%,13,0%,-7%,3%
O=[N+]([O-])c1ccc(N/N=C/c2ccc(OCc3cccc4ccccc34)cc2)nc1,21µM*,25,0%,2,21%,0%,-1%,-21,2%,18%,-2%
COc1ccccc1NS(=O)(=O)c1cc(C(=O)NCC(C)(C)N2CCOCC2)ccc1C,0%,-3,0%,.,-2%,.,-5%,-8,-1%,.,-3%
Cc1cccc(-n2ncc3c2CCCC3NC(=O)CN2CCCC2=O)c1C (stereo not given),4%,-20,6%,.,3%,-5%,-1%,-7,-3%,?,4%
O=C(NNc1ccccc1F)c1ccccc1,9%,-8,1%,-4,3%,3%,-2%,8,-5%,19%,6%
COc1cccc(NC(=O)c2ccc3c(c2)N(C)CCS3)c1,?,3,?,-12,1.3µM*,-5%,-7%,?,2.7µM*,-12%,3.5µM*
CCOc1ccc(NC(=O)C/C(C)=N/NC(=O)Cc2cccs2)cc1,4%,9,5%,2,2%,-9%,6%,-28,1%,-25%,-3%
COC(=O)c1cc(OC)c(OC)cc1NC(=O)c1ccco1,3%,5,-11%,4,1%,-11%,2%,4,-6%,4%,2%
NS(=O)(=O)c1cc(C(=O)OCC(=O)NC2CC2)ccc1Cl,-5%,-11,2%,3,2%,0%,-4%,-12,4%,-12%,1%
Cc1ccccc1-c1ccc(=O)n(CC(=O)Nc2ccc(N3CCOCC3)cc2)n1,0%,4,.,0,1%,1%,1%,-3,-16%,21%,-3%
O=C(Nc1nc(-c2ccccc2)cs1)Nc1ccc(F)cc1F,5%,17,9%,-1,12%,-2%,-29%,-14,?,-4%,17%
CC(C)c1ccc(NC2CCCN(C(=O)CCN3CCCO3)C2)cc1 (stereo not given),2%,-2,-2%,.,1%,7%,-5%,0,2%,-8%,-3%
Cc1cccc(C)c1N(Cc1ccccc1F)S(C)(=O)=O,-2%,0,-2%,-6,0%,-12%,-8%,-10,0%,-8%,-2%
